Peg3 prom inh: Peg3 promoter-driven luciferase inhibitors, primary screen, cell-based, HeLa, luciferase luminescence; HeLa PEG-Prom luciferase reporter, overnight; inhibition, % at 20 µM; 360,000 compounds, 1.7% hits; AID 588405, 2011;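 active means inhibition of at least 50% at 20 µM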
Shn3 inh set2: reduction of Shn3 3'UTR firefly luciferase signal, primary screen, Schnurri-3 inhibitor project, cell-based, Clone20 osteoblasts, set 2; 360,000 compounds, 0.52% hits; Clone20 osteoblast Shn3 3'UTR firefly luciferase, 24 h; inhibition, % at 12.5 µM;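 active means mean inhibition of at least 75% with every replicate also reaching 75%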;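 further: 0% = median of neutral control wells and 100% = pilot-screen positive control compound; some compounds past the cut are filed as inactive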
CF NFkB block: inhibitors of PAF-induced NF-kB signaling, primary screen, cell-based, GFP fluorescence, uHTS; inhibition, % at 5 µM; 360,000 compounds, 0.86% hits; AID 588850, 2011; KKLEB NF-kB-GFP reporter, GFP fluorescence overnight;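 active means at least 50% inhibition at 5 µM, scaled per plate between neutral and stimulator controls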;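 further: PAF is a Pseudomonas aeruginosa culture filtrate used as stimulus; plate controls were PAF-stimulated DMSO wells for no effect and unstimulated DMSO wells for full effect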
TWEAK-Fn14 inh: inhibitors of TWEAK-Fn14 signaling, primary screen, luciferase reporter cells, uHTS; 360,000 compounds, 2% hits; TWEAK-stimulated Fn14 reporter cells, luciferase luminescence, 8 h; inhibition, % at 10 µM; in the data active means inhibition above about 50%
HIF-2a inh: HIF-2a reporter inhibitors, primary screen, luminescence, 786-0 RCC cells; 786-0 RCC cells HIF-2a reporter, luciferase luminescence, overnight; inhibition, % at 18.8 µM; 360,000 compounds, 0.72% hits; AID 624352, 2012;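 active means inhibition of the luminescence signal of 40% or more relative to plate controls, in a single-dose primary screen at 18.75 µM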
C8 TRAIL sens: viability loss with TRAIL in NB7+C8 cells, primary screen, TRAIL sensitizer project, cell-based, ATPlite luminescence | inhibition (viability loss, TRAIL sensitization), % at 10 µM | 360,000 compounds, 1% hits;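 active means compounds causing at least 50% loss of cell viability in the single-dose screen, relative to plate controls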
TROY signal inh: inhibitors of TROY-driven NF-kB signaling, primary screen, Q293 LMP1-TROYcd cells, NF-kB luciferase, uHTS. Q293 LMP1-TROYcd NF-kB luciferase reporter, 4 h. inhibition, % at 10 µM. 360,000 compounds, 0.98% hits. AID 1347056, 2019;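 active means compounds whose plate-normalised and pattern-corrected inhibition of the luciferase reporter signal at the single screening dose is 50% or more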
NR2E3 ag-1: inhibitors of NR2E3-RetCOR corepressor binding, primary screen, NR2E3 agonist project, biochemical, TR-FRET, GST-NR2E3, biotin-RetCOR; Photoreceptor-specific nuclear receptor (Homo sapiens), Q9Y5X4; AID 2300, 2010; 320,000 compounds, 0.12% hits; 1536-well; inhibition of corepressor binding, % at 4.78 µM;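 active means percent inhibition above the cutoff of mean plus 3 SD of all tested compounds, set per screening campaign, cut at about 20% in these data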;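 further: 0% = DMSO wells and 100% = biotin wells as full block of FRET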
Target sequence (Q9Y5X4 whole entry, looked up): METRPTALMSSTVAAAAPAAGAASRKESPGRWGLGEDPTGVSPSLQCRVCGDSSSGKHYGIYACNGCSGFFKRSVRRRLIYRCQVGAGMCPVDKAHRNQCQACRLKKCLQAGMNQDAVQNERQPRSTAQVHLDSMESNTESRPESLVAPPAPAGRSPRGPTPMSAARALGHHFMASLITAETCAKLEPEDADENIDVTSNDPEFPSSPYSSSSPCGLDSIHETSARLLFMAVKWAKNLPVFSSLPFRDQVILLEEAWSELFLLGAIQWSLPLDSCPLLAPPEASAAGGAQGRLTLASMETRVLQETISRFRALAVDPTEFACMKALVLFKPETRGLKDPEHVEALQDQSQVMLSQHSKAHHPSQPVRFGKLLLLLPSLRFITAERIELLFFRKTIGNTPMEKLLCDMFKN
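Material – GST-tagged NR2E3 plus biotinylated RetCOR corepressor · Quantity – NR2E3 fusion 1.35 nM · Times – 5 h incubation at 4 °C · Medium – pH 7.5 Tris-based buffer · Technique – TR-FRET, Eu(K)-anti-GST donor, streptavidin-D2 acceptor, ex 340, em 617/671 nm · Benchmarks – high control biotin, low control 0.6% DMSO · Format – 1536-well plates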
TRPM1 prom inh: inhibitors of MITF-dependent TRPM1 promoter reporter, primary screen, cell-based, SK-MEL-5, single point, luciferase. SK-MEL-5 TRPM1 promoter luciferase, 24 h. AID 488899, 2010. inhibition, % at 12.5 µM. 330,000 compounds, 0.83% hits;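 active means mean inhibition across replicates of 60% or more, whatever share of single replicates reaches that level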; further: values of inactives mirror those of a sister screen read the other way
KKLEB tox: cytotoxicity in KKLEB CF airway cells, primary screen, cytotoxicity control for CF NF-kB inhibitor project, cell-based, uHTS, fluorescence assay plates; activity change (cytotoxicity), % at 5 µM; 360,000 compounds, 0.36% hits; KKLEB CF airway cells viability, ATPlite luminescence, overnight; hits give low values; cells stimulated with P. aeruginosa culture filtrate;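 active means corrected activity change at or below -50% at 5 µM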
NR2E3 ag-2: NR2E3 agonists in two-hybrid cells, primary screen, cell-based, luminescence, CHO-S, Gal4-NCOR/VP16-NR2E3; Photoreceptor-specific nuclear receptor (Homo sapiens), Q9Y5X4; inhibition of corepressor binding, % at 3.98 µM; luciferase; AID 602229, 2012; 360,000 compounds, 0.35% hits;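 active means inhibition above the mean of all tested compounds plus 3 SD, cut at about 70% in these data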;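 further: 0% = DMSO with NR2E3 transfected cells and 100% = cells lacking NR2E3 construct; higher means lower luciferase signal from less NR2E3 corepressor binding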
* = called active by the depositor.

How did Cc1cc(=O)oc2cc(OCC(O)CN3CCc4ccccc4C3)ccc12 (stereo not drawn) do in these assays?
Peg3 prom inh: 14; Shn3 inh set2: 2; CF NFkB block: -2; TWEAK-Fn14 inh: -13; HIF-2a inh: 16; C8 TRAIL sens: 9; TROY signal inh: 10; NR2E3 ag-1: 0; TRPM1 prom inh: -5; KKLEB tox: 7; NR2E3 ag-2: 15

Results for COc1ccc(CNC(=O)c2cc(-c3ccccc3O)n[nH]2)cc1 ?
Peg3 prom inh: -54; Shn3 inh set2: -18; CF NFkB block: -2; TWEAK-Fn14 inh: 7; HIF-2a inh: 0; C8 TRAIL sens: -1; TROY signal inh: -16; NR2E3 ag-1: 0; TRPM1 prom inh: -2; KKLEB tox: -7; NR2E3 ag-2: -23

How did Cc1cc(C)n2nc(S(=O)(=O)N(C)c3ccccc3)nc2n1 do in these assays?
Peg3 prom inh: 13; Shn3 inh set2: 1; CF NFkB block: 6; TWEAK-Fn14 inh: 2; HIF-2a inh: -6; C8 TRAIL sens: 10; TROY signal inh: -5; NR2E3 ag-1: 1; TRPM1 prom inh: 3; KKLEB tox: -2; NR2E3 ag-2: 4

How did CCOC(=O)c1cnc2ccc(F)cc2c1Nc1ccc2c(c1)OCCO2 do in these assays?
Peg3 prom inh: 8; Shn3 inh set2: -18; CF NFkB block: -4; TWEAK-Fn14 inh: 36; HIF-2a inh: -3; C8 TRAIL sens: -3; TROY signal inh: 12; NR2E3 ag-1: -1; TRPM1 prom inh: 3; KKLEB tox: 6; NR2E3 ag-2: -13

How did CC(=O)Nc1nc(SCC(=O)NCC2CCCO2)[nH]c(=O)c1NC(=O)c1cccs1 (stereo not drawn) do in these assays?
Peg3 prom inh: 7; Shn3 inh set2: -4; CF NFkB block: -6; TWEAK-Fn14 inh: 6; HIF-2a inh: 26; C8 TRAIL sens: 0; TROY signal inh: -10; NR2E3 ag-1: 2; TRPM1 prom inh: -10; KKLEB tox: 6; NR2E3 ag-2: 15

How did O=C(c1ccc(-n2cnnn2)cc1)N1CCN(C(c2ccccc2)c2ccccc2)CC1 do in these assays?
Peg3 prom inh: -15; Shn3 inh set2: 22; CF NFkB block: 4; TWEAK-Fn14 inh: 12; HIF-2a inh: 25; C8 TRAIL sens: -6; TROY signal inh: -5; NR2E3 ag-1: 0; TRPM1 prom inh: 10; KKLEB tox: -5; NR2E3 ag-2: -1

How did Cc1ccc2c(c1)[C@H]1[C@H](CO2)[C@H](c2ccccc2)[C@]2(C)C(=O)Nc3cc(Cl)ccc3C(=O)N12 do in these assays?
Peg3 prom inh: 29; Shn3 inh set2: -22; CF NFkB block: 29; TWEAK-Fn14 inh: 25; HIF-2a inh: 6; C8 TRAIL sens: 17; TROY signal inh: 23; NR2E3 ag-1: 0; TRPM1 prom inh: 13; KKLEB tox: -17; NR2E3 ag-2: 13

Results for O=C(C1=C[C@H](C2CCCCC2)C[C@H](OCCCCO)O1)N1CCOCC1 ?
Peg3 prom inh: -4; Shn3 inh set2: 13; CF NFkB block: 6; TWEAK-Fn14 inh: 15; HIF-2a inh: 12; C8 TRAIL sens: -3; TROY signal inh: 3; NR2E3 ag-1: 1; KKLEB tox: 0; NR2E3 ag-2: 18

Results for COc1ccc(C(=O)N(Cc2cccs2)C2CCS(=O)(=O)C2)cc1 (stereo not drawn) ?
Peg3 prom inh: 12; Shn3 inh set2: 9; CF NFkB block: 2; TWEAK-Fn14 inh: 11; HIF-2a inh: 5; C8 TRAIL sens: 8; TROY signal inh: -8; NR2E3 ag-1: 3; TRPM1 prom inh: -8; KKLEB tox: 4; NR2E3 ag-2: -10

What do the screens show for `CCOC(=O)C1CCN(Cc2ccc(F)c(Br)c2)CC1`?
Peg3 prom inh: -2; Shn3 inh set2: -4; CF NFkB block: 2; TWEAK-Fn14 inh: 3; HIF-2a inh: 9; C8 TRAIL sens: 10; TROY signal inh: 10; NR2E3 ag-1: -1; TRPM1 prom inh: -9; KKLEB tox: -4; NR2E3 ag-2: 0

What do the screens show for `CC(C)Cn1c(=S)[nH]c2ccccc2c1=O`?
Peg3 prom inh: 8; Shn3 inh set2: -9; CF NFkB block: -23; TWEAK-Fn14 inh: 9; HIF-2a inh: 4; C8 TRAIL sens: 0; TROY signal inh: -9; NR2E3 ag-1: -1; TRPM1 prom inh: 13; KKLEB tox: -4; NR2E3 ag-2: -9

How did C=CCn1c(SCC(=O)Nc2ccccc2CC)nnc1-c1ccncc1 do in these assays?
Peg3 prom inh: -47; Shn3 inh set2: 27; CF NFkB block: -6; TWEAK-Fn14 inh: 8; HIF-2a inh: -61; C8 TRAIL sens: 4; TROY signal inh: 17; NR2E3 ag-1: 2; TRPM1 prom inh: 1; KKLEB tox: -8; NR2E3 ag-2: 1

How did CNS(=O)(=O)c1cc(OCC(N)=O)c(C)cc1Cl do in these assays?
Peg3 prom inh: 13; Shn3 inh set2: -21; CF NFkB block: 6; TWEAK-Fn14 inh: 12; HIF-2a inh: 8; C8 TRAIL sens: -15; TROY signal inh: -6; NR2E3 ag-1: 2; TRPM1 prom inh: 8; KKLEB tox: -21; NR2E3 ag-2: -1

How did O=C(COC(=O)Cc1ccc(Cl)cc1Cl)NCc1ccccc1 do in these assays?
Peg3 prom inh: 11; Shn3 inh set2: -3; CF NFkB block: -8; TWEAK-Fn14 inh: -1; HIF-2a inh: 15; C8 TRAIL sens: -4; TROY signal inh: -5; KKLEB tox: -9; NR2E3 ag-2: -25

How did CCCCOc1ccc(C)cc1CN(CCO)CCO do in these assays?
Peg3 prom inh: 1; Shn3 inh set2: 0; CF NFkB block: 3; TWEAK-Fn14 inh: -18; HIF-2a inh: 14; C8 TRAIL sens: 4; TROY signal inh: -6; NR2E3 ag-1: 2; TRPM1 prom inh: -7; KKLEB tox: -15; NR2E3 ag-2: -9

How did Cc1c(NC(=S)N/N=C/c2ccc(N(C)C)cc2)c(=O)n(-c2ccccc2)n1C do in these assays?
Peg3 prom inh: -76; Shn3 inh set2: 2; CF NFkB block: 8; TWEAK-Fn14 inh: 35; HIF-2a inh: 4; C8 TRAIL sens: -3; TROY signal inh: 6; NR2E3 ag-1: -3; TRPM1 prom inh: 8; KKLEB tox: -8; NR2E3 ag-2: -11

How did Cc1c(N=NC2=C(O)CC(C)(C)CC2=O)cc2c(c1[N+](=O)[O-])C(C)(C)CC2(C)C do in these assays?
Peg3 prom inh: 7; Shn3 inh set2: 36; CF NFkB block: 2; TWEAK-Fn14 inh: -15; HIF-2a inh: -2; C8 TRAIL sens: 14; TROY signal inh: -4; NR2E3 ag-1: 0; TRPM1 prom inh: -5; KKLEB tox: -3; NR2E3 ag-2: 18

What do the screens show for `O=C(CN1C(=O)c2ccccc2C1=O)N1CCN(c2ccccn2)CC1`?
Peg3 prom inh: 22; Shn3 inh set2: -3; CF NFkB block: 8; TWEAK-Fn14 inh: -20; HIF-2a inh: -5; C8 TRAIL sens: 0; TROY signal inh: -50; NR2E3 ag-1: 2; TRPM1 prom inh: 9; KKLEB tox: 3; NR2E3 ag-2: -1

How did Cc1ccc2nc(NC(=O)C3CC3C)sc2c1 (stereo not drawn) do in these assays?
Peg3 prom inh: -334; Shn3 inh set2: -69; CF NFkB block: -2; TWEAK-Fn14 inh: 28; HIF-2a inh: -202; C8 TRAIL sens: 14; TROY signal inh: -42; NR2E3 ag-1: 5; TRPM1 prom inh: -51; KKLEB tox: 8; NR2E3 ag-2: -108

What do the screens show for `N#CC(c1ccc(=O)[nH]n1)c1ccc(Cl)cc1Cl` (stereo not drawn)?
Peg3 prom inh: 16; Shn3 inh set2: 6; CF NFkB block: 4; TWEAK-Fn14 inh: -9; HIF-2a inh: 9; C8 TRAIL sens: 8; TROY signal inh: 0; NR2E3 ag-1: 2; TRPM1 prom inh: -6; KKLEB tox: 2; NR2E3 ag-2: 7

What do the screens show for `Cc1ccc2[nH]c(=O)c(CN(CCCN(C)C)C(=O)Nc3ccc(F)cc3)cc2c1`?
Peg3 prom inh: -10; Shn3 inh set2: 11; CF NFkB block: 1; TWEAK-Fn14 inh: -5; HIF-2a inh: 12; C8 TRAIL sens: 8; TROY signal inh: -9; NR2E3 ag-1: 3; TRPM1 prom inh: -1; KKLEB tox: -8; NR2E3 ag-2: -9

What do the screens show for `Cc1ccc(-c2cc(-c3ccc(C)cc3O)[nH]n2)cc1`?
Peg3 prom inh: -312; Shn3 inh set2: -54; CF NFkB block: -4; TWEAK-Fn14 inh: 2; HIF-2a inh: -258; C8 TRAIL sens: 8; TROY signal inh: -32; NR2E3 ag-1: 3; TRPM1 prom inh: -101; KKLEB tox: 0; NR2E3 ag-2: -98

Results for CCCc1cc(=O)[nH]c(SCc2cc(=O)oc3cc(C)c(C(C)C)cc23)n1 ?
Peg3 prom inh: 11; Shn3 inh set2: -14; CF NFkB block: 10; TWEAK-Fn14 inh: -17; HIF-2a inh: 8; C8 TRAIL sens: -3; TROY signal inh: 4; NR2E3 ag-1: 1; TRPM1 prom inh: 1; KKLEB tox: 4; NR2E3 ag-2: -26

Results for CC(C)(C)c1cc(C(=O)O)n[nH]1 ?
Peg3 prom inh: 7; Shn3 inh set2: -10; CF NFkB block: 13; TWEAK-Fn14 inh: 1; HIF-2a inh: -3; C8 TRAIL sens: 2; TROY signal inh: 12; NR2E3 ag-1: 1; TRPM1 prom inh: 10; KKLEB tox: 12; NR2E3 ag-2: 3

How did COC(=O)c1c[nH]n2c(=O)c(C(C)C)c(C)nc12 do in these assays?
Peg3 prom inh: 14; Shn3 inh set2: 4; CF NFkB block: -10; TWEAK-Fn14 inh: -4; HIF-2a inh: 4; C8 TRAIL sens: -3; TROY signal inh: -2; NR2E3 ag-1: 0; TRPM1 prom inh: 4; KKLEB tox: -1; NR2E3 ag-2: 5

How did O=C(Nc1nnc(SCc2cccc(F)c2)s1)c1ccco1 do in these assays?
Peg3 prom inh: -18; Shn3 inh set2: 15; CF NFkB block: 4; TWEAK-Fn14 inh: -2; HIF-2a inh: -31; C8 TRAIL sens: -1; TROY signal inh: -46; NR2E3 ag-1: -1; TRPM1 prom inh: 8; KKLEB tox: -2; NR2E3 ag-2: -46

Only part of the results is shown (hit frequency here may not be typical).
